Assay outcomes from PubChem.
HEK293 tox: cytotoxicity counter-screen for GLP-1 receptor inverse agonists. HEK293 cAMP-luciferase reporter cells, luminescence, 24 h. 410,000 compounds, 0.13% hits. Potency, µM (series often up to 38.3 µM), without a hit: at the top dose activity change, negative = inhibition, most hits filed as inhibitors. AID 624418;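 also: loss of luciferase light is scored as toxicity; potency is read from the fitted curve at half-maximal effect; % is scaled to controls: 0 for no effect and ±100 for the full control effect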
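MLSMR compounds, 24 hr on cells at 37 deg C/5% CO2; luminescence after luciferase reagent (12 min RT). Inhibition counted as the undesired cytotoxic outcome.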
EPAC1 agonist: EPAC1 (human) agonism | 360,000 compounds, 0.073% hits | O95398 | EPAC1 agonist qHTS, biochemical assay; response scale: 100% = response to 6.5 mM cAMP | Potency, µM (series often up to 154 µM), without a hit: at the highest dose activation, most hits filed as activators; also: potency is read from the fitted curve at half-maximal effect; nearly all actives have a fitted effect of over 60% in size
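Normalized to 6.5 mM cAMP, activity reflects EPAC1-catalysed release of BODIPY-GDP from Rap1B, followed kinetically over 30 min at 480 nm excitation, 540 nm emission. Reaction contained 100 nM EPAC1, 250 nM Rap1B-BODIPY-GDP, 50 uM GDP.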
PI5P4Ka inh: inhibitors of human PI5P4K alpha; AID 652105; P48426; max response, %; PI5P4Kalpha enzyme, ADP-Glo luminescence, 60 min; stronger effect = lower value; 330,000 compounds, 1.2% hits; active = max response of -50% or lower; inconclusive = between -30% and -50%; inactive = -30% or higher; also: value at the top dose of about 77 µM; % is scaled to controls: 0 for no effect and ±100 for the full control effect
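Enzyme plus substrate dispensed, test compounds pinned in, then ATP (5 microM final) added. After 60 min at RT, ADP-Glo reagent 1 for 45 min and reagent 2 for 30 min preceded luminescence imaging.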
IL-2 act: IL-2 activation | IL-2 activation reporter assay, cell-based qHTS; stimulated with anti-CD3/CD4/CD28 beads; in transgenic mouse T cells | activation, % (series mostly up to about 46 µM) | AID 652025 | 360,000 compounds, 0.065% hits; in the data active = activation above about 50%; inconclusive = mostly about 30% to 49%; also: 0% is about no effect
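Readout is EGFP and DsRed signal by fluorescent plate cytometry after 18 h at 37 degrees C. Transgenic mouse T cells (750/well) received compound for 60 min before bead stimulation (anti-CD3, anti-CD4, anti-CD28); memory T cells served as non-tolerant control.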
GLP1R inv ag: inverse agonists of human GLP-1 receptor. Potency, µM (doses to about 38.3 µM), inactives show top-dose activity change, negative = inhibition, actives largely listed as inhibitors. AID 624417. HEK293 GLP-1R CRE-luciferase, luminescence, 24 h; GLP-1R form is constitutively active. P43220. 410,000 compounds, 1.6% hits; also: potency is read from the fitted curve at half-maximal effect; % is scaled to controls: 0 for no effect and ±100 for the full control effect; nearly all actives have a fitted effect of over 55% in size
Target sequence (P43220 whole entry, looked up): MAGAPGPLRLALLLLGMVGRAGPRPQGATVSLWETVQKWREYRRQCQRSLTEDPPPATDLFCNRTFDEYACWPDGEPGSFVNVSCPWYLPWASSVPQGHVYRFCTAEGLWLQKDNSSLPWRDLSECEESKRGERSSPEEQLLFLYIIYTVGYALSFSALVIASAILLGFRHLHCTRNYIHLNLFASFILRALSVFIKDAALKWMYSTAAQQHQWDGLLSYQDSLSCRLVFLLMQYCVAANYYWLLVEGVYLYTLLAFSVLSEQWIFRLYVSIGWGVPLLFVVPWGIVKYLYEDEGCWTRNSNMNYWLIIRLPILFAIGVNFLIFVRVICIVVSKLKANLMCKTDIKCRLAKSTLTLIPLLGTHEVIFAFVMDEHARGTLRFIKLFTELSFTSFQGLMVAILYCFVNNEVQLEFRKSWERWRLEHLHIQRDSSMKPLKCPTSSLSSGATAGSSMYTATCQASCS
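Stable HEK293 clone (constitutively active GLP-1R + cAMP-response luciferase); 200 cells/uL plated, 12 h pre-culture, compound 24 hr, 37 deg C/5% CO2; detection reagent 12 min RT; luminescence.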
EPAC1 antag: EPAC1 (human) antagonism; Potency, µM (series often up to 115 µM), for the others: top-dose activity change, negative = inhibition, most hits filed as inhibitors; AID 720709; EPAC1 GEF assay, Rap1b-BODIPY-GDP exchange fluorescence; 360,000 compounds, 0.14% hits;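 also: potency is read from the fitted curve at half-maximal effect; plate controls were vehicle for no effect and positive control for full effect; nearly all actives have a fitted effect of over 50% in size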
PTHR1 ag: agonists of human PTHR1 parathyroid hormone receptor; Q03431; HEK293 GP2 PTHR1 cells, GloSensor cAMP luminescence, 1 h; Potency, µM (highest dose often 115 µM), for the others: at the top dose activation, most hits filed as activators; 410,000 compounds, 0.075% hits; AID 743266; also: potency is read from the fitted curve at half-maximal effect; nearly all actives have a fitted effect of over 55% in size; some results filed as inactive show a strong effect at the top dose; inactives centre near -15; many of its hits are not listed in these tables
Target sequence (Q03431 whole entry, looked up): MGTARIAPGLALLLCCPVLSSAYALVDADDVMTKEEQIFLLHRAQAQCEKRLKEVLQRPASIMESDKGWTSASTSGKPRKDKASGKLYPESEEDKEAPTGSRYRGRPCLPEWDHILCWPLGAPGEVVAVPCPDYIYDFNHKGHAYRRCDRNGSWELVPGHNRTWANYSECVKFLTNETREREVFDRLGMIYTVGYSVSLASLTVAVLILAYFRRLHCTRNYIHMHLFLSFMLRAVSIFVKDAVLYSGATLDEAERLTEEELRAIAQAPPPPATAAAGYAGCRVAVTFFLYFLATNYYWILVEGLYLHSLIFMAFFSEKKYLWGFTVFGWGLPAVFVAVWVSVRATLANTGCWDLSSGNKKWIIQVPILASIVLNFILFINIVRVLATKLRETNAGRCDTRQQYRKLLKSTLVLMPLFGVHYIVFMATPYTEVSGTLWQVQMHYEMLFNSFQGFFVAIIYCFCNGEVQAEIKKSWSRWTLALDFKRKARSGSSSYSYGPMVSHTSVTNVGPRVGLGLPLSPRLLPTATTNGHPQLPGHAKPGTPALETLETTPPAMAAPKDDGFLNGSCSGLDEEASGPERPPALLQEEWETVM
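HEK-293-derived GP2 cells expressing PTHR1 and a GloSensor cAMP reporter, 3,000/well, plated overnight, given luciferin plus IBMX (each 0.5 mM as added) for 1 h at 37 °C, then compound for 1 h at 37 °C. Luminescence was read after 15 min at room temperature.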
GLP-1R agonist: GLP-1 receptor (human) agonism; P43220; HEK293 GLP-1R CRE-luciferase, luminescence, 4-6 h; cells express a hypersensitive GLP-1R form; Potency, µM (top dose mostly 45.6 µM), inactives show at the highest dose activation, usual class: activators; 380,000 compounds, 0.007% hits; AID 624172; also: potency is read from the fitted curve at half-maximal effect; % of control where 0% means no effect
PLK1 PBD inh: inhibitors of human PLK1 polo-box domain binding; Potency, µM, inactives show max response, negative = inhibition, hits mostly inhibitors; 360,000 compounds, 2.8% hits; Plk1 PBD binding of FITC phosphopeptide, fluorescence polarization; P53350; AID 720504; also: potency is read from the fitted curve at half-maximal effect; series mostly up to about 57 µM; % is scaled to controls: 0 for no effect and ±100 for the full control effect; nearly all actives have a fitted effect of over 65% in size
* hit, by the source's call; & = joins results of further samples; [ ] = dose if it differs, or a comment. Unless noted, calls follow the shape of the dose curve; as a rule, active = well fitted curve in the direction sought with a large enough effect; inconclusive = small, poorly fitted or top-dose-only effect, or another doubt; inactive = no such curve, though single readings can be large; an effect the other way counts as inactive or inconclusive. The list is partial (hit frequency here may not be typical).

`Nc1cc(S(=O)(=O)O)cc2ccc(S(=O)(=O)O)cc12` gave HEK293 tox -6%, EPAC1 agonist -2%, PI5P4Ka inh -3, IL-2 act -0.8, GLP1R inv ag 21%, EPAC1 antag 1%, PTHR1 ag inactive, GLP-1R agonist 8% and PLK1 PBD inh -10%.
COc1ccc(NC(=S)N2CCN(C(=O)c3ccccc3)CC2)cc1 was read as HEK293 tox 20%, EPAC1 agonist -10%, PI5P4Ka inh -3, IL-2 act 4.9, GLP1R inv ag -6%, EPAC1 antag -14%, PTHR1 ag inactive, GLP-1R agonist 2% and PLK1 PBD inh -2%.
`CN(C)CCNC(=O)C12CC3(C)CC(C)(CC(C)(C3)C1)C2` gave HEK293 tox -23%, EPAC1 agonist 20%, PI5P4Ka inh 3, IL-2 act 0.3, GLP1R inv ag 8.9µM*, EPAC1 antag inconclusive, PTHR1 ag inactive, GLP-1R agonist 3% and PLK1 PBD inh 1%.
Screening Cc1oncc1-c1csc(-c2ccccc2)n1 returned HEK293 tox -3%, EPAC1 agonist -3%, PI5P4Ka inh 0, IL-2 act -1.2, GLP1R inv ag 20%, EPAC1 antag -6%, PTHR1 ag inactive, GLP-1R agonist -1% and PLK1 PBD inh 1%.
COc1ccc(CNC(=O)C2CC(c3cccc(OC)c3)=NO2)cc1 (stereo not drawn) was read as HEK293 tox -16%, EPAC1 agonist -5%, IL-2 act -1.2, GLP1R inv ag 0%, EPAC1 antag 25%, PTHR1 ag 4%[57.5 µM], GLP-1R agonist 20% and PLK1 PBD inh 1%.
For CC1=C(C#N)C(NC(=O)c2ccccc2)(C(F)(F)F)C(=O)N1 (stereo not drawn) the results were HEK293 tox 3%, GLP1R inv ag 9%, PTHR1 ag -60% and GLP-1R agonist 0%.
For COCCNC(=O)COC(=O)c1[nH]c(C)c(C(C)=O)c1C the results were HEK293 tox -11%, EPAC1 agonist 3%, PI5P4Ka inh -5, IL-2 act 2.0, GLP1R inv ag 1%, EPAC1 antag -1%, PTHR1 ag -2%, GLP-1R agonist -8% and PLK1 PBD inh -10%.
Screening O=C(NCc1ccc(Cl)c(Cl)c1)c1ccc2c(c1)OCO2 returned HEK293 tox -5%, EPAC1 agonist -1%, PI5P4Ka inh 0, IL-2 act -2.9, GLP1R inv ag inconclusive, EPAC1 antag 3%, PTHR1 ag -4%, GLP-1R agonist 2% and PLK1 PBD inh 3%.
Screening O=C(CSc1nnc2c(n1)[nH]c1ccc(S(=O)(=O)N3CCOCC3)cc12)Nc1ccccc1Cl returned HEK293 tox -6%, EPAC1 agonist -7%, PI5P4Ka inh 1, IL-2 act -0.4, GLP1R inv ag 17%, EPAC1 antag -11%, PTHR1 ag -31%[inhibitor], GLP-1R agonist -4% and PLK1 PBD inh -9%.
Screening CC(Sc1n[nH]c(-c2cccs2)n1)C(=O)Nc1ccc(C(N)=O)cc1 (stereo not drawn) returned HEK293 tox -1%, EPAC1 agonist 5%, PI5P4Ka inh -3, IL-2 act 12, GLP1R inv ag 18%, EPAC1 antag -3%, PTHR1 ag inactive, GLP-1R agonist -6% and PLK1 PBD inh 3%.
`Cc1ccc(S(=O)(=O)N2CCOCC2)cc1NC(=O)c1ccncc1` gave HEK293 tox -10%, EPAC1 agonist 0%, PI5P4Ka inh -1, IL-2 act 1.0, GLP1R inv ag 2%, EPAC1 antag 2%, PTHR1 ag -16%, GLP-1R agonist -3% and PLK1 PBD inh 1%.
O=C(Nc1ccn(Cc2ccccc2)n1)c1n[nH]c([N+](=O)[O-])c1Cl was read as HEK293 tox 8%, EPAC1 agonist -1%, PI5P4Ka inh inconclusive, IL-2 act -0.3, GLP1R inv ag inconclusive, EPAC1 antag -3%, PTHR1 ag -20%, GLP-1R agonist -4% and PLK1 PBD inh -4%.
For C[C@H](CO)N1C[C@H](C)[C@@H](CN(C)Cc2ccc(Cl)c(Cl)c2)Oc2c(NC(=O)C3CC3)cccc2C1=O the results were HEK293 tox 7%, EPAC1 agonist 6%, PI5P4Ka inh -7, IL-2 act -0.6, GLP1R inv ag inconclusive, EPAC1 antag -22%, PTHR1 ag -13%, GLP-1R agonist 5% and PLK1 PBD inh 2%.
For O=C(CCN1C(=O)COc2ccccc21)NCCCN1CCc2ccccc2C1 the results were HEK293 tox 1%, EPAC1 agonist 5%, IL-2 act 0.2, GLP1R inv ag 2%, EPAC1 antag 0%, PTHR1 ag inactive, GLP-1R agonist 10% and PLK1 PBD inh -11%.
For C[C@H](CO)N1C[C@H](C)[C@@H](CN(C)S(=O)(=O)c2ccc(F)cc2)Oc2c(NC(=O)NC3CCCCC3)cccc2C1=O the results were HEK293 tox -1%, EPAC1 agonist -16%, PI5P4Ka inh -1, IL-2 act 4.6, GLP1R inv ag -3%, EPAC1 antag -6%, PTHR1 ag -13%, GLP-1R agonist 10% and PLK1 PBD inh -13%.
`CC(=O)NC(C)c1cc(Cl)c2cccnc2c1O` (stereo not drawn) gave EPAC1 agonist -5%, IL-2 act -0.3, EPAC1 antag 10%, PTHR1 ag -17% and GLP-1R agonist -2%.
Screening CC(C)(CNC(=O)C1CCCC1)CNC(=O)C1CCCC1 returned HEK293 tox -1%, EPAC1 agonist 3%, PI5P4Ka inh 1, IL-2 act -2.0, GLP1R inv ag 1%, EPAC1 antag 4%, PTHR1 ag -2%, GLP-1R agonist -9% and PLK1 PBD inh -21%.
CN(C)/C(CN1CCOCC1)=C1\N=C(c2ccccc2)OC1=O was read as HEK293 tox 8%, EPAC1 agonist 11%, IL-2 act 4.9, GLP1R inv ag 27%, EPAC1 antag -11%, PTHR1 ag -9%, GLP-1R agonist 5% and PLK1 PBD inh -6%.
Screening O=C(Nc1cnn(Cc2ccc(Cl)cc2Cl)c1)c1noc2c1CCCC2 returned HEK293 tox -22%, EPAC1 agonist -4%, PI5P4Ka inh 1, IL-2 act -2.8, GLP1R inv ag inconclusive, EPAC1 antag -12%, PTHR1 ag -44%[inhibitor], GLP-1R agonist -4% and PLK1 PBD inh -12%.
`CC1CC(C)CN(S(=O)(=O)c2cccc3cccnc23)C1` (stereo not drawn) gave HEK293 tox 3%, EPAC1 agonist -11%, PI5P4Ka inh -1, IL-2 act -0.1, GLP1R inv ag inconclusive, EPAC1 antag -9%, PTHR1 ag -22%, GLP-1R agonist 4% and PLK1 PBD inh -2%.
`O=C1CC(c2ccco2)Cc2c1cnn2-c1nc2ccccc2s1` (stereo not drawn) gave HEK293 tox 2%, EPAC1 agonist -9%, PI5P4Ka inh 1, IL-2 act -1.8, GLP1R inv ag 6%, EPAC1 antag -14%, PTHR1 ag inactive, GLP-1R agonist -5% and PLK1 PBD inh 5%.
Screening CN1CCN(Cc2cn[nH]c2-c2ccc(F)cc2F)[C@@H](c2ccccc2)C1 returned HEK293 tox 6%, EPAC1 agonist 1%, PI5P4Ka inh 7, IL-2 act 1.6, GLP1R inv ag inconclusive, EPAC1 antag inconclusive, PTHR1 ag inconclusive, GLP-1R agonist 0% and PLK1 PBD inh -12%.
Cc1cccc(C#CC2=CC(=O)CC(C)(C)C2)c1 was read as HEK293 tox -6%, EPAC1 agonist -9%, PI5P4Ka inh 1, IL-2 act -0.5, GLP1R inv ag -14%, EPAC1 antag 2%, PTHR1 ag -10%, GLP-1R agonist 7% and PLK1 PBD inh -2%.
Screening Nc1cc(C(=O)OCC(=O)NNC(=O)c2cccs2)ccc1Cl returned HEK293 tox 15%, EPAC1 agonist 11%, PI5P4Ka inh -8, IL-2 act 2.6, GLP1R inv ag 0%, EPAC1 antag -7%, PTHR1 ag 12%, GLP-1R agonist -14% and PLK1 PBD inh -12%.
For CCOc1ccccc1NC(=O)CCc1c(C)nn(-c2ccc(N3CCCCC3)nn2)c1C the results were HEK293 tox inconclusive, EPAC1 agonist 5%, PI5P4Ka inh 10, IL-2 act -5.6, GLP1R inv ag inconclusive, EPAC1 antag 3%, PTHR1 ag -67%&-74%[inhibitor], GLP-1R agonist 2% and PLK1 PBD inh -5%.
For Cc1ccc(N2CC(C(=O)NCc3cccs3)CC2=O)cc1 (stereo not drawn) the results were HEK293 tox 1%, EPAC1 agonist 4%, PI5P4Ka inh -1, IL-2 act -0.6, GLP1R inv ag -2%, EPAC1 antag -2%, PTHR1 ag inactive, GLP-1R agonist 10% and PLK1 PBD inh -2%.
For Cc1nc(Cc2nnc(SC(C)C(=O)Nc3ccccc3)o2)cs1 (stereo not drawn) the results were HEK293 tox 2%, EPAC1 agonist 9%, PI5P4Ka inh 0, IL-2 act 2.4, GLP1R inv ag 9%, EPAC1 antag -1%, PTHR1 ag inactive, GLP-1R agonist -1% and PLK1 PBD inh -5%.
CS(=O)(=O)N(CC(=O)N1CCCC1)c1ccc(Cl)cc1 was read as HEK293 tox 14%, EPAC1 agonist -4%, PI5P4Ka inh 4, IL-2 act -1.2, GLP1R inv ag -4%, EPAC1 antag -9%, PTHR1 ag 20%, GLP-1R agonist 1% and PLK1 PBD inh -3%.
CCCCc1nnc(NC(=O)C(C)Sc2nc(N)cc(=O)[nH]2)s1 (stereo not drawn) was read as HEK293 tox 7%, EPAC1 agonist 4%, IL-2 act -1.7, GLP1R inv ag -4%, EPAC1 antag -5%, PTHR1 ag 6%[57.5 µM], GLP-1R agonist 0% and PLK1 PBD inh -7%.
COc1ccc(C2C(C(C)=O)=C(O)C(=O)N2CCCn2ccnc2)cc1OC (stereo not drawn) was read as HEK293 tox -1%, EPAC1 agonist 1%, PI5P4Ka inh -5, IL-2 act 0.6, GLP1R inv ag 0%, EPAC1 antag -2%, PTHR1 ag inactive, GLP-1R agonist 8% and PLK1 PBD inh -7%.
Screening COc1ccc(OC)c2sc(NC(=O)c3cccc(N4C(=O)CCC4=O)c3)nc12 returned HEK293 tox -7%, EPAC1 agonist 2%, PI5P4Ka inh -10, IL-2 act 1.3, GLP1R inv ag 12%, EPAC1 antag -22%, PTHR1 ag -45%[inhibitor], GLP-1R agonist -7% and PLK1 PBD inh -11%.
